Bioassay records from PubChem BioAssay.
Phagocyt inh: inhibitors of macrophage phagocytosis, primary screen, imaging, J774A.1 cells, IgG beads; AID 1029, 2008; J774A.1 macrophage IgG-bead phagocytosis; 0.07% of 110,000 active; inhibition, % at 5 µM;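 active means inhibition above the mean of the plate negative controls plus 5 SD, cut at about 13% in these data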;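 further: phagocytic index as fraction of beads internalized from green versus red external bead signal; plate controls were DMSO negative control for no effect and cytochalasin-D positive control for full effect; some results beyond the cut were filed as inactive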
E-sel TNF inh: E-selectin induction blockers in HUVEC – imaging, immunofluorescence, high content, primary screen; AID 1246, 2008; 0.71% of 120,000 active; HUVEC TNFa-induced E-selectin immunofluorescence; inhibition, % at 2 µM;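 active means inhibition above the batch mean plus 3 SD, and confirmed as a hit on visual image review, cut at about 43% in these data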;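 further: 0% = TNF-stimulated DMSO wells and 100% = unstimulated control wells; not every result past the cut was called active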
Yeast lifespan up: compounds extending yeast replicative lifespan, primary screen, S. cerevisiae, OD615; 0.68% of 130,000 active; AID 775, 2007; S. cerevisiae growth with nicotinamide; deaD strain in restrictive glucose medium; inhibition of the nicotinamide effect, % at 10 µM;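 active means inhibition above a set limit, placed 3 SD over the median of all compounds, cut at about 26% in these data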;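 further: 0% = nicotinamide-treated wells and 100% = cells grown without nicotinamide; some compounds called inactive have numbers as strong as hits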
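assay system = DeaD-strain S. cerevisiae | buffer or medium = restrictive glucose medium | reagent = 1.5 mM nicotinamide | compound = 10 µM single point, 0.25% DMSO | incubation = 48 h compound exposure at 30 °C, humidified | signal = OD615 measurement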
NPY-Y2 antag: NPY-Y2 receptor antagonists, primary screen, cell-based; Neuropeptide Y receptor type 2 (Homo sapiens), P49146; NPY-Y2 expressing cells, antagonist mode; inhibition, % at 2.7 µM; 0.99% of 140,000 active; AID 793, 2007; in the data active means inhibition above about 17%;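 further: 0% = vehicle with agonist challenge and 100% = reference antagonist with challenge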
Target sequence (P49146 whole entry, looked up): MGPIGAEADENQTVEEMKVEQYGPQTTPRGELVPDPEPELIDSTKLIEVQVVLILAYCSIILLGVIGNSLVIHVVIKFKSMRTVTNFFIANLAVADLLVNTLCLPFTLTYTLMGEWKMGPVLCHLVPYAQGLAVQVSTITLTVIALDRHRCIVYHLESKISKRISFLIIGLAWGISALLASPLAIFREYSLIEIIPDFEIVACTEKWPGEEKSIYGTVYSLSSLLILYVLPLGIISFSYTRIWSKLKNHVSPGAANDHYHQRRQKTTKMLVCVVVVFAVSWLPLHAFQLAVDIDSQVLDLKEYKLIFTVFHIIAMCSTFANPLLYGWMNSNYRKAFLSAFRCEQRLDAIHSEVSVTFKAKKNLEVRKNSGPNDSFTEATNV
Measles CPE: compounds protecting cells from measles virus cytopathic effect, primary screen, measles RdRp inhibitor project, single point, MLSMR library, absorbance; Measles virus-infected cells, CPE protection; protection (pct of control), % at 4 µM; 1.5% of 140,000 active; AID 841, 2007; in the data active means protection mostly above about 24%, no sharp cut-off; inactive means mostly below about 26%; further: some compounds called inactive have numbers as strong as hits
MRP1 act: H69AR viability gain despite doxorubicin, primary screen, MRP-1 activator project, H69AR cells, CellTiter-Glo; viability increase, % at 10 µM; viability rescue; 0.61% of 140,000 active; AID 799, 2007;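 active means viability gain under doxorubicin at or above a set limit, the compound median plus 3 SD, cut at about 4.7% in these data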;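 further: MRP-1 overexpressing cells given doxorubicin 25 µM after compound pretreatment; 18-22 h compound pretreatment then 72 h with doxorubicin before readout; 0% = doxorubicin-only wells and 100% = vehicle-treated cells without doxorubicin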
GALR2 antag: GALR2 antagonists in receptor-expressing cells, primary screen. antagonist mode. inhibition, % at 4 µM. 0.39% of 140,000 active; in the data active means inhibition above about 27%;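 further: cells stimulated with galanin 1-16 at roughly its EC80; 0% = agonist challenge control and 100% = basal control without agonist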
Target sequence (O43603 whole entry, looked up): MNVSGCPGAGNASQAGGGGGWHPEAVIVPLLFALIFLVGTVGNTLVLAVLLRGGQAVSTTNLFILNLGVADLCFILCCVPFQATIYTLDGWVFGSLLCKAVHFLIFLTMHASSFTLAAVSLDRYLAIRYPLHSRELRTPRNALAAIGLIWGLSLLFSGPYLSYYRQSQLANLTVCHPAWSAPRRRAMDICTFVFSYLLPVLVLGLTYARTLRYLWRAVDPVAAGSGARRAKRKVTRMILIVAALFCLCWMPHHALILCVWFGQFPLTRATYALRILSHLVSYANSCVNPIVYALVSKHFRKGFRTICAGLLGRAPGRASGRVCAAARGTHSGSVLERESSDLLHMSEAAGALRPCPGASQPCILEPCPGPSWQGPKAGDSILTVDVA
bCat KO growth: primary screen for growth suppressors in beta-catenin knockout HCT116 cells (colon tumor, human); HCT116 beta-catenin knockout viability, CellTiter-Glo, 60 h; hits give low values; viability, % at 10 µM; 1.5% of 140,000 active; AID 818, 2007;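 active means viability at or under a set limit, the compound median less 4 SD, cut at about 6% in these data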;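 further: 0% = Hyamine 1622 control at 20 µM and 100% = untreated cell control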
HCT116 PTEN-null: growth suppression of PTEN-null HCT116, primary screen, cell-based, CellTiter-Glo; AID 827, 2007; 1.2% of 140,000 active; HCT116 PTEN-null viability, 60 h; hits give low values; viability, % at 10 µM;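 active means viability at or below a set limit, 4 SD under the median of all tested compounds, cut at about 3.7% in these data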;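 further: PTEN knockout HCT116 line with beta catenin targeted HCT116 as companion control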
Yeast growth inh: growth inhibitors of yeast BB579 in restrictive medium, primary screen, yeast lifespan-shortening project, S. cerevisiae | 0.51% of 140,000 active | OD615, 48 h | AID 804, 2007 | inhibition, % at 10 µM;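 active means inhibition above a set limit, 3 SD over the mean compound inhibition, cut at about 44% in these data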; further: inactives centre near -24
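System: Saccharomyces cerevisiae DeaD strain BB579, replicative lifespan model yeast | Buffer or medium: Restrictive glucose-based CSMM-D medium | Times: 4 h preincubation and 48 h exposure at 30 °C | Detection: OD615 turbidity measurement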
* = called active by the depositor; · = not tested or not shown.

structure | Phagocyt inh | E-sel TNF inh | Yeast lifespan up | NPY-Y2 antag | Measles CPE | MRP1 act | GALR2 antag | bCat KO growth | HCT116 PTEN-null | Yeast growth inh
Cc1ccc(-c2nnc3ccc(SC(C)C(=O)O)nn23)cc1 (centres undefined) | -1 | -14 | -17 | 3 | 2 | -1.1 | 15 | 105 | 95 | 18
O=C(c1cc2ccccc2c(=O)o1)N1CCCc2ccccc21 | 1 | 4 | 3 | 3 | 0 | -0.8 | 7 | 102 | 101 | -43
CC(=O)N1CCN(CC(=O)c2ccc(Br)cc2)CC1 | 0 | · | 9 | 2 | 8 | 0.7 | 2 | 88 | 92 | -7
COc1cc(/C=N/n2nnnc2N)ccc1O | -1 | -10 | -30 | -1 | 2 | -4.4 | -7 | 95 | 87 | -3
Cc1cc(C)n(-c2nc(NCCO)c3c4c(sc3n2)CCCC4)n1 | -2 | · | -16 | 4 | 6 | -5.4 | -13 | 15 | 25 | -51
CC(=O)Nc1ccc(N(C)S(C)(=O)=O)cc1 | 6 | 0 | 2 | 0 | 39* | 1.0 | 0 | 104 | 97 | -19
CCCC(=O)C1=C(N(C)c2ccccc2)CC(C)(C)C(C(=O)OC)C1=O (centres undefined) | 0 | -19 | 29 | 3 | 12 | -0.9 | -4 | 103 | 105 | -87
CC(C)Cc1nnc(NC(=O)CSc2ncn[nH]2)s1 | · | -3 | · | 3 | 4 | 5.3* | -2 | 96 | 95 | 11
CC(=O)N1CCc2cc(S(=O)(=O)NC(CC(C)C)C(=O)Nc3cc(C)ccn3)ccc21 (centres undefined) | -1 | -46 | 0 | 1 | 21 | -1.1 | 4 | 88 | 98 | -21
CCn1c(COc2ccc(=O)n(-c3ccccc3)n2)nnc1SCc1cccc(OC)c1 | 0 | · | 1 | -2 | 26 | -0.7 | 8 | 100 | 98 | -67
N/C(=N\OC(=O)COc1ccc2ccccc2c1)c1ccccn1 | · | · | -11 | 6 | 15 | 0.7 | 9 | 91 | 95 | -2
COCCn1c(SCC(=O)N2CC(=O)Nc3ccccc32)nnc1-c1ccoc1C | · | -18 | · | 1 | 5 | -2.1 | 4 | 103 | 105 | -14
CCOc1cc(NS(=O)(=O)c2ccccc2)c(OCC)cc1NC(=O)c1ccco1 | -1 | 3 | -1 | -2 | 20 | -4.0 | 2 | 97 | 87 | -48
COC(=O)C(C)Sc1ncnc2c1c(-c1ccccc1)cn2-c1ccc(OC)cc1 (centres undefined) | -5 | -22 | -10 | 6 | 3 | -1.9 | -1 | 99 | 99 | -32
O=C1Nc2cc(Cl)c(Cl)cc2N(O)N1c1ccc(Cl)c(Cl)c1 | · | 16 | -13 | 8 | 8 | -2.0 | 14 | 103 | 93 | 1
Cc1ccc(-c2nnn(CC(=O)N(CC3CCCO3)C(C(=O)NC(C)(C)C)c3ccc(F)cc3)n2)o1 (centres undefined) | · | -8 | -4 | 3 | 11 | -1.2 | -12 | 93 | 99 | -49
CCOc1ccc(N2CC(C(=O)Nc3ccc(S(=O)(=O)Nc4ncccn4)cc3)CC2=O)cc1 (centres undefined) | 0 | 4 | -10 | -1 | 10 | 0.7 | -4 | 109 | 107 | 9
Cc1ccc(S(=O)(=O)N2CCN(S(=O)(=O)c3ccccc3)C2c2ccc(N(C)C)cc2)cc1 (centres undefined) | · | -7 | 3 | 8 | 6 | -0.5 | -3 | 90 | 99 | -17
O=C(NCc1ccc(N2CCCC2=O)cc1)Nc1cccc2ccccc12 | · | 10 | -20 | 1 | 8 | -1.8 | 2 | 98 | 93 | -41
C=CCn1c(CCNC(=O)c2cccs2)nnc1SCC(=O)c1ccc(Br)cc1 | -1 | 1 | -8 | 1 | 4 | 2.0 | 12 | 83 | 87 | -1
COc1ccc(Nc2ccc(Nc3ccc(OC)cc3)nn2)cc1 | 15 | · | -2 | 4 | 3 | -2.7 | 0 | 87 | 87 | -11
O=C(O)CCC(=O)CCC(=O)c1ccccc1 | · | -2 | -8 | 0 | 2 | -2.5 | -1 | 99 | 85 | -18
CCN1C=CC(=C2C(=O)c3ccccc3C2=O)C=C1 | · | 3 | -7 | 1 | 40* | -3.1 | -12 | 50 | 57 | -23
c1ccc(-c2nc(-c3ccncc3)no2)cc1 | -2 | -1 | -19 | 1 | 6 | 0.9 | 0 | 85 | 90 | 4
Cc1ccc(NC(=O)CSc2nnc(Cn3cnc4ccccc43)o2)cc1 | -1 | -34 | -3 | 2 | 8 | 0.1 | -2 | 103 | 92 | -28
CC(C)(C)NC(=O)C(=O)N/N=C/c1cccs1 | · | 19 | 3 | -1 | 7 | 0.6 | -3 | 87 | 97 | -26
CC(C)Cn1c(-c2ccccc2)nc2ccccc2c1=O | · | 26 | -17 | 1 | 26 | -5.0 | 7 | 93 | 91 | -30
CCn1c(SCC(=O)NCc2cccs2)nnc1-c1ccncc1 | -1 | -15 | -20 | 2 | 12 | -0.8 | 4 | 88 | 94 | -34
COc1ccc2[nH]c(=O)c(CN(Cc3cccs3)S(=O)(=O)c3cccc4nsnc34)cc2c1 | -1 | · | -8 | 4 | 3 | -0.6 | -14 | 57 | 48 | -16
Cc1ccc(C)c2[nH]c(=O)c(CCNC(=O)C(C)(C)C)cc12 | 0 | · | -4 | -1 | 32 | 4.1 | 3 | 115 | 106 | -19

Given with two lines to a compound: entries from further up.
Value order – Phagocyt inh	E-sel TNF inh	Yeast lifespan up	NPY-Y2 antag	Measles CPE	MRP1 act	GALR2 antag	bCat KO growth	HCT116 PTEN-null	Yeast growth inh
> CCN1C=CC(=C2C(=O)c3ccccc3C2=O)C=C1
 : ·	3	-7	1	40*	-3.1	-12	50	57	-23
> c1ccc(-c2nc(-c3ccncc3)no2)cc1
 : -2	-1	-19	1	6	0.9	0	85	90	4
> Cc1ccc(NC(=O)CSc2nnc(Cn3cnc4ccccc43)o2)cc1
 : -1	-34	-3	2	8	0.1	-2	103	92	-28
> CC(C)(C)NC(=O)C(=O)N/N=C/c1cccs1
 : ·	19	3	-1	7	0.6	-3	87	97	-26
> CC(C)Cn1c(-c2ccccc2)nc2ccccc2c1=O
 : ·	26	-17	1	26	-5.0	7	93	91	-30
> CCn1c(SCC(=O)NCc2cccs2)nnc1-c1ccncc1
 : -1	-15	-20	2	12	-0.8	4	88	94	-34
> COc1ccc2[nH]c(=O)c(CN(Cc3cccs3)S(=O)(=O)c3cccc4nsnc34)cc2c1
 : -1	·	-8	4	3	-0.6	-14	57	48	-16
> Cc1ccc(C)c2[nH]c(=O)c(CCNC(=O)C(C)(C)C)cc12
 : 0	·	-4	-1	32	4.1	3	115	106	-19

The list continues:
structure | Phagocyt inh | E-sel TNF inh | Yeast lifespan up | NPY-Y2 antag | Measles CPE | MRP1 act | GALR2 antag | bCat KO growth | HCT116 PTEN-null | Yeast growth inh
O=S1(=O)C=C(N2CCCCC2)c2ccccc21 | 0 | · | 1 | 0 | 3 | -0.3 | 1 | 93 | 91 | -18
Cc1cc(Cl)ccc1NC(=S)NCCCN1CCCC1=O | -18 | · | 4 | 0 | 4 | -3.0 | -9 | 88 | 103 | 2
COC(=O)Cn1cccc1C(=O)c1ccccc1 | -2 | -17 | -6 | 10 | 13 | -1.6 | 1 | 103 | 95 | -8
CCOC(=O)CSc1nc(N2CCOCC2)c2c(c1C#N)CC(C)(C)N(C)C2 | -1 | · | -7 | 7 | 6 | -0.6 | -3 | 96 | 99 | -38
COc1ccc(Cl)cc1NC(=O)c1ccoc1C | -1 | 17 | -8 | 4 | 11 | -5.3 | 10 | 85 | 90 | -27
COc1ccc(NC(=S)Nc2cccc([N+](=O)[O-])c2)cc1 | · | 12 | -18 | 1 | 8 | -0.4 | 4 | 84 | 79 | 3
O=C(CCN1C(=O)c2ccccc2C1=O)Nc1ccc(-c2nc3ccccc3s2)cc1 | -3 | · | 1 | -1 | · | 0.3 | -6 | 55 | 72 | -21
Cc1nn(Cc2ccccc2)c(C)c1C(=O)OCC(=O)c1cc(C)n(C2CC2)c1C | -1 | -11 | -16 | 2 | 0 | 3.3 | -11 | 64 | 76 | -29
COCCNC(=O)/C(C#N)=C/c1ccc(N2CCOCC2)o1 | · | 23 | 4 | 1 | 20 | 0.4 | 6 | 90 | 97 | -45
O=C(NCCCN1CCOCC1)c1ccc(CS(=O)(=O)c2cccc(C(F)(F)F)c2)o1 | 0 | 18 | -15 | 0 | · | 0.8 | 11 | 109 | 104 | -24
Cc1ccc(S(=O)(=O)NCC2CCC(C(=O)NCc3ccc4c(c3)OCO4)CC2)cc1 (centres undefined) | · | -9 | -10 | 3 | 27 | -0.9 | -5 | 88 | 87 | -59
O=C(CCCCCNc1nc(=S)[nH]c2ccccc12)NCCc1c[nH]c2ccccc12 | -7 | · | -6 | 3 | 14 | -3.7 | -3 | 90 | 76 | -38
Cn1sc(NC(=O)c2ccccc2Cl)nc1=O | · | -15 | 11 | 1 | 32 | -1.6 | 0 | 96 | 95 | -32
Cc1c(C(=O)NCc2ccccc2Cl)oc2c1C(=O)CCC2 | 0 | · | -8 | -1 | 2 | -1.8 | 9 | 98 | 90 | -4
COc1ccc2c(c1)C1NC(=S)NC(C)(O2)C1C(=O)Nc1ccccc1C (centres undefined) | 0 | -63 | -4 | 1 | 11 | -1.2 | 12 | 91 | 94 | -27
O=C(CCSCc1ccccc1Cl)N1CCN(c2cccc(Cl)c2)CC1 | · | 6 | 13 | 9 | 4 | 0.0 | -1 | 61 | 60 | -30
Cn1c(=O)[nH]c(=O)c2c1nc(N1CCOCC1)n2CCSc1nc2ccccc2[nH]1 | · | -4 | -14 | 2 | 10 | -1.1 | 0 | 94 | 91 | -32
O=C(CN1CCOCC1)Nc1ccc(S(=O)(=O)NC2CCCCC2)cc1 | 1 | · | -3 | 7 | 14 | -0.1 | 13 | 74 | 83 | -47
Cn1c(=O)c2c(nc(NCc3ccco3)n2Cc2ccc(Cl)cc2Cl)n(C)c1=O | 0 | · | -19 | -2 | 3 | -2.9 | -14 | 100 | 91 | -26
